Screens from PubChem BioAssay.
RMI-FANCM inh = disruptors of RMI1/RMI2 association with MM2 peptide – biochemical, fluorescence polarization, human, primary screen | RMI core complex (RMI1/RMI2) binding to FANCM MM2 peptide, human | RMI core complex with F-MM2 peptide; hits give low values | FP signal (polarization) at 33 µM | 70,000 tested, 0.58% active | AID 1159607, 2016; in the data active means FP signal below about 40; further: inactives centre near 61; strong numbers were not always called active; unit not given here
* = called active by the depositor; & = joins results of further samples. This is a subset. The share of hits here may be higher or lower than overall.

RMI-FANCM inh | Compound
60 | O=C(O)c1cc(Cl)ccn1
85 | OC(CN1CCCCCC1)Cn1c2ccc(Cl)cc2c2cc(Cl)ccc21 (stereo not drawn)
59 | O=C(O)c1ccc(OC(F)F)cc1
56 | NNC(=O)/C(=C\c1ccco1)NC(=O)c1ccccc1
68 | COc1ccc(NC(=O)N2CCN(c3ccc(-c4ccco4)nn3)CC2)cc1
54 | CCC(CC)C(=O)N(C)c1nnc(C23CC4CC(CC(C4)C2)C3)s1
58 | O=C(N1CCCCC1)N1CCN(c2ccc(Cl)cc2)CC1
59 | S=C1NCNCN1

Continued; it opens with the three that closed the last part.
RMI-FANCM inh | Compound
54 | CCC(CC)C(=O)N(C)c1nnc(C23CC4CC(CC(C4)C2)C3)s1
58 | O=C(N1CCCCC1)N1CCN(c2ccc(Cl)cc2)CC1
59 | S=C1NCNCN1
89 | CN(C)CCCN(C(=O)COc1ccccc1)c1nc2cc3c(cc2s1)OCO3
50 | COc1ccc(NC(=O)/C=C/c2ccccc2)cc1
54 | O=C(Nc1ccccc1)c1ccccc1
54 | NC(/C=C/c1cc(C(F)(F)F)cc(C(F)(F)F)c1)=N/O
74 | COc1ccc(-c2ccc(=O)n(CCCC(=O)NCc3cccs3)n2)cc1
67 | O=C(c1ccccc1)N1CCc2ccc(NS(=O)(=O)Cc3ccc(F)cc3)cc2C1
59 | Cc1nnc(SCC(=O)NCc2ccccc2Cl)[nH]c1=O
52 | C/C(=C\c1ccc(C(C)C)cc1)C1NCC(c2ccc([N+](=O)[O-])cc2)O1 (stereo not drawn)
68 | Cc1ccc(CNC(=O)C(=O)Nc2ccc(Cl)c(N3CCCS3(=O)=O)c2)cc1
65 | Cc1ccc(N=c2scc(C)n2CCCN2CCOCC2)c(C)c1
69 | NC(=O)c1c(NC(=O)c2cc3ccccc3o2)sc2c1CCC2
62 | COc1ccc2nc(N(CCn3cccn3)C(=O)c3cccc(C)c3)sc2c1
90 | O=C1C=CC(=O)N1c1ccc(-c2nc3ccccc3o2)cc1
75 | Cc1ccc(Cl)cc1S(=O)(=O)NCC(=O)N1CCOC(c2ccccc2)C1 (stereo not drawn)
89 | Cc1cccc(C)c1NC(=O)CSc1ncc(-c2cccc(Br)c2)o1
54 | COc1cccc(-c2cc(COC(=O)c3cc4ccccc4oc3=O)no2)c1
66 | Clc1ccccc1CSc1nccn2nc(-c3ccccc3)cc12
74 | Cc1ccc(-c2ccc(=O)n(CCCC(=O)Nc3ccc(C(N)=O)cc3)n2)cc1
57 | O=c1c2ccccc2n2nnnc2n1-c1ccccc1
64 | Oc1ccc(Cl)c2cccnc12
64 | O=C(O)/C(=N\NC(=O)c1ccc(Cl)cc1)c1ccccc1
59 | O=C(N/N=C\c1ccccc1[N+](=O)[O-])c1cccc(Br)c1
50 | O=c1c2c3c(sc2nc2ccc(NCc4ccco4)nn12)CCCC3
61 | CC(C)(C)c1ccc(-c2cc(NS(=O)(=O)c3ccc(Cl)cc3)n[nH]2)cc1
57 | CCOC(=O)N1CCN(S(=O)(=O)c2ccc(C(=O)Nc3cc(C)on3)cc2)CC1
69 | Clc1ccc(C2NCCn3cccc32)c(Cl)c1 (stereo not drawn)
63&55 | N#CCOc1ccc(Br)cc1
60 | O=S1(=O)N=CNc2ccc(S(=O)(=O)Nc3ccccc3Br)cc21
63 | O=C(Cn1cnc2c(cnn2C2CCS(=O)(=O)C2)c1=O)N1CCN(c2ccccc2)CC1 (stereo not drawn)
61 | O=C(NCCOc1ccccc1)c1ccccc1[N+](=O)[O-]
56 | COc1cc(C(O)CO)ccc1OS(=O)(=O)O (stereo not drawn)
63 | N#C/C(=N/Nc1ccc(Cl)cc1Cl)C(=O)c1ccc(Cl)cc1
69 | Cc1ccc(CNC(=O)Cn2c(=O)n(Cc3cccs3)c(=O)c3ncccc32)cc1
44 | COc1ccc(C(=O)NNS(=O)(=O)c2cn(C)cn2)cc1OC1CCCC1
56 | Cc1ccc(C2NC(=S)NC(O)(C(F)(F)F)C2C(=O)c2ccccc2)o1 (stereo not drawn)
55 | Cc1nn(C)c2[nH]c(C(F)(F)F)cc(=O)c12
53 | O=C(NC(=O)c1ccc(F)cc1F)Nc1ccc(Cl)cc1
57 | C=CCn1c(=NC(=O)CCS(=O)(=O)c2ccc(OC)cc2)sc2c(C)cc(C)cc21
79 | Cc1c(Cl)cccc1NC(=O)Cn1nc(-c2ccc(F)cc2)c2sc(N3CCCC3)nc2c1=O
56 | O=C(Nc1c2c(nn1-c1cccc(Cl)c1)CS(=O)(=O)C2)C(=O)NC1CCCC1
59 | CCOC(=O)C1=C(C)NC(=O)NC1c1cc(Br)c(O)c(OC)c1 (stereo not drawn)
72 | COc1cccc(OC)c1C(=O)Nc1ccc(-c2cn3ccsc3n2)cc1
71 | CCOc1ccc(C(=O)Cn2nc(-c3cccs3)c3sc(N4CCCCC4)nc3c2=O)cc1
65 | O=C(Cn1cnc2c(nnn2Cc2ccc(Cl)cc2)c1=O)c1ccccc1
83 | O=C(CSc1nnc2scc(-c3ccc(Cl)cc3)n12)Nc1cccc(C(F)(F)F)c1
54 | CC(=O)c1cccc(NC(=O)c2ccno2)c1
61 | Cc1ccccc1-c1noc(CN2N=NC3C(=O)N(c4ccc(F)c(Cl)c4)C(=O)C32)n1 (stereo not drawn)
54 | O=C(O)c1c2c(nc3ccc(F)cc13)CCCC2
52 | COc1ccccc1NC(=S)NNc1nc(N2CCOCC2)nc(N2CCOCC2)n1
60 | COc1ccc(N=Cc2cccc([N+](=O)[O-])c2)cc1
65 | CC(Oc1ccccc1)C(=O)Nc1ccc(S(=O)(=O)N2CCN(C)CC2)cc1 (stereo not drawn)
61 | CCn1c(=O)c2[nH]c(-c3ccccc3)nc2n(CC)c1=O
56 | CN1C(=O)CCc2cc(NC(=O)Cc3cccc4ccccc34)ccc21
58&53 | Cc1noc(C)c1C(=O)Sc1nccc(C(F)(F)F)n1
56&57 | COc1ccc(C2CC(=O)C3=C(C2)Nc2nnnn2C3c2cc(OC)c(O)c(OC)c2)cc1 (stereo not drawn)
65 | COc1cccc(N2CC(C(=O)Nc3nnc(SC/C=C/c4ccccc4)s3)CC2=O)c1 (stereo not drawn)

Further structures follow:
RMI-FANCM inh | Compound
67 | O=C(Cc1ccc(Cl)cc1)NCCc1csc(-c2ccc(C(F)(F)F)cc2)n1
52 | O=C(CCOc1ccccc1)Nc1nc2ccc([N+](=O)[O-])cc2s1
55 | O=S(=O)(c1cccc2cnccc12)N1CCOCC1
68 | Cc1cc(C)cc(NC(=O)Cn2nc3ccc(SC(C)(C)C)nn3c2=O)c1
74 | CN(C)CCN(C(=O)c1ccc(S(=O)(=O)N2CCOCC2)cc1)c1nc2ccc(Br)cc2s1
54 | CCOc1ccccc1N(Cc1nnc2n1CCCCC2)C(=O)Nc1ccc(OC)cc1
54 | O=C(Cc1ccc(Br)cc1)NCCOc1ccc(-c2cccs2)nn1
58 | CN1/C(=C\C(=O)c2ccccc2)C(C)(C)c2ccccc21
57 | CCCc1cc(=O)n(CC(=O)Nc2cc(C)on2)c(-n2nc(C)cc2C)n1
67 | CSc1ccccc1NC(=O)C(=O)NCC(c1cccn1C)N1CCc2ccccc2C1 (stereo not drawn)
64 | CCc1ccccc1NC(=O)Cc1cc(=O)[nH]c(SCc2ccccc2)n1
63 | COc1ccc(OC)c(Nc2nc(CC(=O)NCc3ccccc3Cl)cs2)c1
58 | CC(C)CCn1c(-c2ccco2)nc2ccccc21
57 | CC(C)C1=NNC(=O)C1(C)C
66 | CCOc1ccc(C(=O)Nc2c(N)nc(SCC(=O)Nc3nccs3)[nH]c2=O)cc1
61 | CC12CCC(C(=O)Nc3ncc(Cl)cc3Cl)(CC1=O)C2(C)C (stereo not drawn)
52 | O=C(c1cccs1)N1CCCN(Cc2cccc3ccccc23)CC1
56 | O=C(NCCc1ccccc1)C1COc2ccccc2O1 (stereo not drawn)
52&65&64 | C[C@](N)(Cc1ccc(O)c(O)c1)C(=O)O
57 | O=C(Nc1nc(C(F)(F)F)c(-c2ccccc2)s1)c1cccs1
77 | O=C(CSc1nnc2scc(-c3ccccc3)n12)Nc1ccc(Cl)cc1
60 | CCOC(=O)C1=C(C)N(C)C(=S)NC1c1cccc([N+](=O)[O-])c1 (stereo not drawn)
61 | O=S(=O)(Cc1ccc2nonc2c1)c1ccc(C(F)(F)F)cn1
54 | O=C(Nc1ccc2c(c1)N(C(=O)c1cccs1)CCC2)c1ccc(F)c(F)c1
71 | COc1ccc2nc(-c3ccc(C)c(NS(=O)(=O)c4ccc(F)c(C)c4)c3)cn2n1
64 | COC(=O)c1ccc(N/C=C(/C#N)C(=O)NCc2ccco2)cc1
10* | Oc1c(Cl)cc(Cl)cc1C=NCC1CCC(CN=Cc2cc(Cl)cc(Cl)c2O)CC1 (stereo not drawn)
52 | O=C(CCc1ccc(O)cc1)N/N=C/c1coc2ccccc2c1=O
64 | CCc1ccc(C(=O)c2c(N)c(-c3nc4ccccc4[nH]3)c3ccccn23)cc1
113 | COc1ccc(-c2n[nH]c(=O)c3nc(N)sc23)cc1
55 | COc1ccc(-c2nnc(NC(=O)c3ccc(SC)cc3)o2)cc1
51 | CC(=O)N1CCN(C(=S)c2ccc(-c3ccc(Cl)cc3[N+](=O)[O-])o2)CC1
67 | O=C(Cc1ccc(F)cc1)Nc1ccc2c(c1)CN(C(=O)c1ccco1)CC2
55 | CCOC(=O)/C(C#N)=C/Nc1nc2ccc(C)cc2s1
54 | O=C(O)CCNC(=S)Nc1ccc(F)c(Cl)c1
66 | CCOc1ccccc1NC(=O)Nc1ccc(CN2CCN(c3ccccn3)CC2)cc1
57 | O=C(CSc1nc2c(c(=O)n1CCc1ccccc1)SCC2)NCc1ccc2c(c1)OCO2
107 | O=C(CSc1ncnc2sc3c(c12)CCC3)Nc1cccc(-c2nc3ccccc3s2)c1
54 | Cc1cc(NC(=O)C(=O)NCc2cccc(Cl)c2)no1
63 | O=C(Cc1cccc2ccccc12)NCC(c1ccsc1)N1CCc2ccccc2C1 (stereo not drawn)
67 | Cc1cc(NC(=O)C(C)Sc2nnnn2-c2ccc(Cl)cc2)no1 (stereo not drawn)
72 | O=C(NCCCN1CCOC(c2ccccc2)C1)C(=O)NCc1ccc2c(c1)OCO2 (stereo not drawn)
59 | COC(=O)c1ccc(NS(=O)(=O)c2cccc([N+](=O)[O-])c2)cc1
57 | O=C(Nc1cccc(CN2CCOCC2)c1)Nc1ccc2nsnc2c1
67 | Cc1ccc(-n2nnc(C(=O)OCc3ccc(F)cc3)c2C)cc1Cl
57 | Cc1nnsc1-c1nc(CSc2ccccn2)no1
66 | CCn1nc(C)cc1C(=O)Nc1nc(-c2ccccc2)c(C(C)=O)s1
58 | Cc1ccc2nc(NC(=O)CSc3ccc4nnc(-c5ccccn5)n4n3)sc2c1
53 | Cc1csc2nc(O)c(C(=O)NCCCn3ccnc3)c(=O)n12
63 | Cn1nc2c(c1NC(=O)c1cc3ccccc3oc1=O)CCC2
65 | CC(=O)O[C@]1(C)CC[C@@]23CC1C(C)(C)[C@@H]2CC[C@H]3C
62 | CCn1cccc(-c2nnc(SCC(=O)NCc3ccco3)n2C)c1=O
54 | O=C(O)Cc1ccc(OC(F)(F)F)cc1
65 | COc1ccc(F)cc1S(=O)(=O)N1CCN(c2ccccn2)CC1
61 | CC(=O)O[C@@H]1CC2C(C)(C)[C@@H](O)CC[C@]2(C)C2CC[C@@]3(C)[C@H](c4ccoc4)OC(=O)[C@H]4O[C@]43[C@@]21C (stereo partly drawn)
52 | O=C1CCCCN1c1cccc(NS(=O)(=O)c2ccccc2[N+](=O)[O-])c1

The list goes on:
RMI-FANCM inh | Compound
59 | COc1ccc(CCNC(=O)CN2CCC(c3nc4ccccc4[nH]3)CC2)cc1OC
57 | CC1(C)CC(=O)C(N=Nc2cccc(OC(F)F)c2)=C(O)C1
64 | COc1ccc(OC)c(C(=O)CCCC(=O)c2cc(OC)ccc2OC)c1
66 | Cc1ccc(S(=O)(=O)Nc2ccc3c(c2)OCC(C)(C)C(=O)N3)c(C)c1
53 | COc1ccc(-c2nn3c(SCC(=O)Nc4ccc5c(c4)OCCO5)nnc3[nH]c2=O)cc1
68 | CN1CCc2cc(C(CNS(=O)(=O)c3cc(Cl)ccc3Cl)N(C)C)ccc21 (stereo not drawn)
75 | O=C(NCCN1CCOCC1)C(=O)NCC1CCN(C2CCCC2)CC1
60 | O=S(=O)(c1cccc2c(Cl)cccc12)N1CCCNCC1
-54 | O=C1c2ccc3ccccc3c2-c2cccc3cccc1c23

In the list so far, 18 contain an aryl thioether with sulfur outside any ring.
RMI-FANCM inh | Compound
59 | Cc1nnc(SCC(=O)NCc2ccccc2Cl)[nH]c1=O
89 | Cc1cccc(C)c1NC(=O)CSc1ncc(-c2cccc(Br)c2)o1
66 | Clc1ccccc1CSc1nccn2nc(-c3ccccc3)cc12
83 | O=C(CSc1nnc2scc(-c3ccc(Cl)cc3)n12)Nc1cccc(C(F)(F)F)c1
65 | COc1cccc(N2CC(C(=O)Nc3nnc(SC/C=C/c4ccccc4)s3)CC2=O)c1 (stereo not drawn)
68 | Cc1cc(C)cc(NC(=O)Cn2nc3ccc(SC(C)(C)C)nn3c2=O)c1
67 | CSc1ccccc1NC(=O)C(=O)NCC(c1cccn1C)N1CCc2ccccc2C1 (stereo not drawn)
64 | CCc1ccccc1NC(=O)Cc1cc(=O)[nH]c(SCc2ccccc2)n1
66 | CCOc1ccc(C(=O)Nc2c(N)nc(SCC(=O)Nc3nccs3)[nH]c2=O)cc1
77 | O=C(CSc1nnc2scc(-c3ccccc3)n12)Nc1ccc(Cl)cc1
55 | COc1ccc(-c2nnc(NC(=O)c3ccc(SC)cc3)o2)cc1
57 | O=C(CSc1nc2c(c(=O)n1CCc1ccccc1)SCC2)NCc1ccc2c(c1)OCO2
107 | O=C(CSc1ncnc2sc3c(c12)CCC3)Nc1cccc(-c2nc3ccccc3s2)c1
67 | Cc1cc(NC(=O)C(C)Sc2nnnn2-c2ccc(Cl)cc2)no1 (stereo not drawn)
57 | Cc1nnsc1-c1nc(CSc2ccccn2)no1
58 | Cc1ccc2nc(NC(=O)CSc3ccc4nnc(-c5ccccn5)n4n3)sc2c1
62 | CCn1cccc(-c2nnc(SCC(=O)NCc3ccco3)n2C)c1=O
53 | COc1ccc(-c2nn3c(SCC(=O)Nc4ccc5c(c4)OCCO5)nnc3[nH]c2=O)cc1
